POLB inh: qHTS Assay for Inhibitors of DNA Polymerase Beta; hit rate 1.3% among 340,000; Potency, µM (doses to about 114 µM), without a hit: at the highest dose activity change, negative = inhibition, hits mostly inhibitors; Pol beta primer extension/strand displacement, fluorescence kinetic; P06746; also: % is scaled to controls: 0 for no effect and ±100 for the full control effect
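Preincubation: enzyme (10 nM) with compound, 15 min, RT. Reaction: substrate added to 50 nM final. Reads: 0 and 10 min. Analysis: normalized, Hill fit.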
POLH inh: qHTS for Inhibitors of Polymerase Eta; Potency, µM (highest dose often 114 µM), inactives show at the top dose activity change, negative = inhibition, actives largely listed as inhibitors; AID 588591, 2011; recombinant Pol eta, fluorescent DNA replication assay; hit rate 1.2% among 390,000; DNA polymerase eta (Homo sapiens), Q9Y253; also: % is scaled to controls: 0 for no effect and ±100 for the full control effect
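Pol eta at 10 nM preincubated with compounds 15 min at room temperature; reaction started with fluorescent substrate (50 nM final) and read kinetically at 0 and 10 min.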
G9a block: qHTS Assay for Inhibitors of Histone Lysine Methyltransferase G9a | Histone-lysine N-methyltransferase EHMT2 (Homo sapiens), Q96KQ7 | G9a H3K9 monomethylation, AlphaScreen, 2 h | Potency, µM (series often up to 102 µM), inactives show at the top dose activity, negative = inhibition, most hits filed as inhibitors | hit rate 8.8% among 350,000; also: % is scaled to controls: 0 for no effect and ±100 for the full control effect; nearly all actives have a fitted effect of over 75% in size
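Chemiluminescent proximity detection of H3K9 monomethylation, read after 10 min bead incubation in the dark. Reaction: 20 nM G9a, 500 nM biotin-H3K9 peptide, 20 uM SAM cofactor, 2 h, room temperature, following 15 min enzyme-compound preincubation.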
BLM inh: qHTS Assay for Inhibitors of Bloom's syndrome helicase (BLM) | RecQ-like DNA helicase BLM (Homo sapiens), P54132 | recombinant BLM DNA unwinding, fluorescence dequenching | Potency, µM (series often up to 56.1 µM), inactives show at the top dose activity change, negative = inhibition, most hits filed as inhibitors | AID 2528, 2010 | hit rate 0.2% among 350,000;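 also: plate controls were vehicle for no effect and no enzyme for full effect; nearly all actives have a fitted effect of over 35% in size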
APE1 inh: qHTS Assay for Inhibitors of the Human Apurinic/apyrimidinic Endonuclease 1 (APE1); recombinant APE1, TAMRA/BHQ-2 abasic DNA cleavage fluorescence; Potency, µM (top dose mostly 65.8 µM), for the others: top-dose activity change, negative = inhibition, usual class: inhibitors; hit rate 0.35% among 350,000;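 also: plate controls were vehicle for no effect and reference inhibitor for full effect; nearly all actives have a fitted effect of over 55% in size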
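Readout is kinetic fluorescence (ex 525, em 598 nm) from cleavage of 50 nM TAMRA/BHQ-2 THF abasic duplex by 0.75 nM APE1, compound added 15 min beforehand at RT.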
Apoferritin bind: qHTS Assay for Identification of Novel General Anesthetics | apoferritin/1-aminoanthracene competitive binding, fluorescence | Potency, µM (series often up to 77.5 µM), for inactives: at the top dose activity change, negative = displacement, usual class: inhibitors | hit rate 0.074% among 350,000 | AID 485281, 2010; also: % is scaled to controls: 0 for no effect and ±100 for the full control effect; nearly all actives have a fitted effect of over 20% in size
Target sequence (P02791 2-175 limits assumed): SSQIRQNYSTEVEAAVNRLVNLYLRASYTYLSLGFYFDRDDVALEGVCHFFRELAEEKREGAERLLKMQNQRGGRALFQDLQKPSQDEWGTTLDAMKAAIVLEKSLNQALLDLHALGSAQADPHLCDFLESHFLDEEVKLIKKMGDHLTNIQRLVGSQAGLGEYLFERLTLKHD
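Steps: apoferritin (10 uM) was premixed with half-saturated 1-AMA in PBS, compounds were pin-transferred, plates stood 10 min at room temperature, fluorescence was read at 380/535 nm, and curves were fitted with a Hill equation.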
Pol iota inh: qHTS for Inhibitors of Polymerase Iota; hit rate 1% among 390,000; Potency, µM (highest dose often 115 µM), for the others: top-dose activity, negative = inhibition, usual class: inhibitors; DNA polymerase iota (Homo sapiens), Q9UNA4; Pol iota fluorescent replication assay, 10 min
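Pol iota at 10 nM preincubated 15 min with compounds at room temperature; reaction started with fluorescent substrate, 50 nM final. Fluorescence read kinetically at 0 and 10 min; buffer-only wells as negative control.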
BAZ2B inh: qHTS Assay for Inhibitors of BAZ2B. Bromodomain adjacent to zinc finger domain protein 2B (Homo sapiens), Q9UIF8. AlphaScreen BAZ2B-H3K14Ac peptide displacement. Potency, µM (highest dose often 114 µM), for the others: at the highest dose activity change, negative = inhibition, usual class: inhibitors. hit rate 4.4% among 360,000. AID 504333, 2011; also: % is scaled to controls: 0 for no effect and ±100 for the full control effect; nearly all actives have a fitted effect of over 60% in size
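Protein-peptide AlphaScreen: BAZ2B 50 nM, b-H3K14Ac 50 nM, 1x PBS pH 7.4 + 0.01% Tween-20. Preincubation 30 min RT; cpd 30 min RT (top 110 uM); beads 20 min RT, light-protected.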
Pol kappa inh: qHTS for Inhibitors of Polymerase Kappa | purified Pol kappa, fluorescent DNA synthesis assay, 10 min | AID 588579, 2011 | hit rate 0.53% among 400,000 | DNA polymerase kappa (Homo sapiens), Q9UBT6 | Potency, µM (titrated, usually from 107 µM), inactives show top-dose activity, negative = inhibition, actives largely listed as inhibitors; also: % is scaled to controls: 0 for no effect and ±100 for the full control effect
Target sequence (Q9UBT6 whole entry, looked up): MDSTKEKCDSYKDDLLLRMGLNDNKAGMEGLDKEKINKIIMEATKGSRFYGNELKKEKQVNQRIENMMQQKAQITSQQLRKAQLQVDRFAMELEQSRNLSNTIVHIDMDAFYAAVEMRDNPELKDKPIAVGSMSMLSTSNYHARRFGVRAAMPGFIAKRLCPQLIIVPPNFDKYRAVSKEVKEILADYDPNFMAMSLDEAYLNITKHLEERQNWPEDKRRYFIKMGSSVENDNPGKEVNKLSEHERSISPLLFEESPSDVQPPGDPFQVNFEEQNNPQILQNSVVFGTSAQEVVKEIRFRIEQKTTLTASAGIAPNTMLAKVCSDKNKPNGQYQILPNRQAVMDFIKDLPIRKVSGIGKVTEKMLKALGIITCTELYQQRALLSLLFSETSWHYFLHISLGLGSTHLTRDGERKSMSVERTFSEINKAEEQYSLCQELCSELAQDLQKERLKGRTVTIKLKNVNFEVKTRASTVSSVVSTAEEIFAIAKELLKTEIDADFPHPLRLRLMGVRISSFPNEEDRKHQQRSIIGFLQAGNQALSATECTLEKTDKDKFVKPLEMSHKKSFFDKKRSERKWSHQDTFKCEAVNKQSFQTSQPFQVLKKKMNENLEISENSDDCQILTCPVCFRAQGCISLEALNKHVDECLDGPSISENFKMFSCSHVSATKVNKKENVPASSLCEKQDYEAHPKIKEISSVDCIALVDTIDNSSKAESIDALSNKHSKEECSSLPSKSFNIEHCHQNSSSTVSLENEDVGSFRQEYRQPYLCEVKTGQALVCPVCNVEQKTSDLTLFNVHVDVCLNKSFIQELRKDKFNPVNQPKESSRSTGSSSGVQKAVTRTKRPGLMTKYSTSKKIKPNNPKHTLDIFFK
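50 nM final substrate added after 15 min RT preincubation of 10 nM Pol kappa with compound; fluorescence read at 0 and 10 min.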
Active calls of the source: *; ? = inconclusive; · = not tested or not shown; & = joins results of further samples; [ ] = another dose, or the depositor's remark. Calls follow the shape of the dose curve; as a rule, active = well fitted curve in the direction sought with a large enough effect; inconclusive = small, poorly fitted or top-dose-only effect, or another doubt; inactive = no such curve, though single readings can be large; an effect the other way counts as inactive or inconclusive. Potency is read from the fitted curve at half-maximal effect. Only part of the results is shown; rates above refer to the full screens.

No.	molecule	POLB inh	POLH inh	G9a block	BLM inh	APE1 inh
1	COC(=O)c1c(NC(C)=O)sc(C(=O)Nc2ccccc2OC)c1C	14%	3%	-1%	-5%	-1%
2	Cc1cc(C)c(NC(=O)C2CCN(c3nc4ccccc4[nH]3)CC2)c(C)c1	1%	-10%	-3%[59 µM]	-23%	·
3	Cc1ccc(NC(c2cccc(Cl)c2)c2nnc(-c3ccccc3)o2)cc1F (centres undefined)	-11%	-22%	-3%[59 µM]	-13%	·
4	Cc1nn2c(C)c(C(=O)Nc3ccccc3)cnc2c1-c1ccccc1	1%	-8%	20%	-4%	?
5	CCn1c(SCC(=O)N2c3ccccc3CCc3ccccc32)nnc1-c1ccc(OC)cc1	0%	-12%	-28%[59 µM]	-4%	3%
6	CNC[C@H]1Oc2c(NS(=O)(=O)c3ccccc3)cccc2C(=O)N([C@H](C)CO)C[C@@H]1C	·	-5%	·	·	5%
7	COc1ccc(OC)c(N/C(=N/C(=S)Nc2ccccc2)Nc2nc(C)cc(C)n2)c1	-2%	-5%	·	-8%	-2%
8	CC1Cc2ccccc2N1C(=O)Cn1cnc2ccccc2c1=O (centres undefined)	-1%	-1%	-40%	-4%	0%
9	COc1ccccc1CN(C)C(=O)c1cc(-c2cc(OC)c(OC)c(OC)c2)nc2ccccc12	18%	-18%	-9%[59 µM]	-8%	-1%[12.4 µM]
10	O=c1c2cc3c(cc2nc2sc(Nc4cccc([N+](=O)[O-])c4)nn12)OCO3	0%	-5%	1.4µM*	0%	·
11	CCOCCCNC(=O)CCC(=O)NNc1nc2ccccc2c2nc(C)nn12	-21%&51%	-10%&2%	-29%	-4%&-1%	-8%
12	CSc1ccc(/C=N/NC(=O)C[n+]2ccccc2)cc1	0%	2%	23%	4%	11%

No.	Apoferritin bind	Pol iota inh	BAZ2B inh	Pol kappa inh
1	-3%	1%	3%	1%
2	6%	40%[activator]	2%	-5%[60.1 µM]
3	3%	14%	?	-2%
4	8%	54%[activator]	5%	-8%
5	-3%	9%	-28%	-3%
6	·	-6%	·	-1%
7	-3%	8%	-21%	-1%
8	4%	5%	8%	-15%
9	-14%	41%[activator]	6%	-4%
10	5%	?	?	-10%
11	-2%&-6%	-12%	?	-4%&-4%
12	2%	?	-1%	-4%

Continued, overlapping the part above by six compounds.
No.	molecule	POLB inh	POLH inh	G9a block	BLM inh	APE1 inh
7	COc1ccc(OC)c(N/C(=N/C(=S)Nc2ccccc2)Nc2nc(C)cc(C)n2)c1	-2%	-5%	·	-8%	-2%
8	CC1Cc2ccccc2N1C(=O)Cn1cnc2ccccc2c1=O (centres undefined)	-1%	-1%	-40%	-4%	0%
9	COc1ccccc1CN(C)C(=O)c1cc(-c2cc(OC)c(OC)c(OC)c2)nc2ccccc12	18%	-18%	-9%[59 µM]	-8%	-1%[12.4 µM]
10	O=c1c2cc3c(cc2nc2sc(Nc4cccc([N+](=O)[O-])c4)nn12)OCO3	0%	-5%	1.4µM*	0%	·
11	CCOCCCNC(=O)CCC(=O)NNc1nc2ccccc2c2nc(C)nn12	-21%&51%	-10%&2%	-29%	-4%&-1%	-8%
12	CSc1ccc(/C=N/NC(=O)C[n+]2ccccc2)cc1	0%	2%	23%	4%	11%
13	COc1ccccc1-c1cc(C(=O)Nc2cc(C)nn2-c2ccccc2)no1	-57%	?	22%[12.7 µM]	-24%	12%
14	CCCCN(C(=O)c1cnccn1)c1c(N)n(CCC)c(=O)[nH]c1=O	·	-13%	·	·	41%
15	O=C(O)c1ccc(N/N=C/c2cccc3nccnc23)cc1	-2%	?	·	0%	-7%
16	COCCn1c(C)cc(C(=O)COC(=O)c2ccc(N3CCCC3=O)cc2)c1C	-28%	-6%	-32%[12.7 µM]	-8%	0%
17	Cc1nc(C(=O)Nc2ccc(Cl)cc2)sc1C1(C)CC(c2ccccc2)=NO1 (centres undefined)	1%	-20%	18%[59 µM]	-9%	-4%
18	Cc1cc(=O)oc2cc3c(cc12)OCCO3	1%	1%	?	-4%	3%
19	CC12COC3(P(=O)(c4ccccc4)c4ccccc4)CC1CCC23CP(=O)(c1ccccc1)c1ccccc1 (centres undefined)	-21%	-15%	?	-7%	1%
20	O=C(Nc1ccc2c(c1)CCCN2C(=O)c1cccs1)c1ccc(F)c(F)c1	?	-18%	-23%[59 µM]	-1%	·
21	CCOc1ccc(-c2c(=O)n(OCc3nc4ccccc4[nH]3)c3ccccc3[n+]2[O-])cc1	?	1%	11%[59 µM]	-11%	-3%
22	Cc1nc2ccccc2nc(C)c1=NOCc1cccc(Cl)c1	0%	-14%	101%[activator]	-13%	-1%
23	CCOC(=O)/C=c1\s/c(=C\c2c(OCC)ccc3ccccc23)c(=O)n1CC(=O)NCC1CCCO1 (centres undefined)	-13%	-18%	-40%[59 µM]	-4%	-6%
24	O=S(=O)(c1cc(Cl)sc1Cl)N1CCCC1	-20%	-21%	15%	-2%	3%

No.	Apoferritin bind	Pol iota inh	BAZ2B inh	Pol kappa inh
7	-3%	8%	-21%	-1%
8	4%	5%	8%	-15%
9	-14%	41%[activator]	6%	-4%
10	5%	?	?	-10%
11	-2%&-6%	-12%	?	-4%&-4%
12	2%	?	-1%	-4%
13	-7%	?	5%	-8%
14	·	47%[activator]	·	-10%
15	-10%	5%	?	-4%
16	-3%	-13%	-21%	-7%
17	-4%	39%	6%	5%
18	-1%	16%	-17%	-8%
19	-4%	-24%	71µM*	2%
20	-11%	?	-19%	0%[60.1 µM]
21	2%	34%[activator]	?	-7%
22	-14%	-2%	-4%	-22%
23	-19%	16%	-24%	-7%
24	-7%	35%[activator]	3%	-8%

(more compounds)
No.	molecule	POLB inh	POLH inh	G9a block	BLM inh	APE1 inh
25	Cc1ccccc1CCNC(=O)C1CC(O)CN1C(=O)Nc1ccccc1 (centres undefined)	55%	-5%	·	2%	-3%
26	Cc1cccc(C)c1NC(=O)COn1nnc2ccc(C(F)(F)F)cc21	23%	-23%	2%[59 µM]	-3%	-3%
27	Nc1ncc(S(=O)(=O)N2CCN(c3ccccc3)CC2)cn1	?	?	6%[59 µM]	0%	·
28	O=C(Cn1ccc(C(F)(F)F)n1)N=Nc1c(O)[nH]c2ccccc12	6%	-15%	·	-5%	8%
29	CCN(CC)CCOC(=O)c1cccc(Br)c1	48%	-13%	6%[59 µM]	-10%	-3%
30	O=C(N/N=C/c1ccc([N+](=O)[O-])cc1)c1cc(C2CC2)[nH]n1	3%	-21%	79µM*	-2%	16%
31	COc1ccc(OCCN2C(=O)NC3(CCc4ccccc4C3)C2=O)cc1 (centres undefined)	-11%	-4%	-10%[59 µM]	0%	0%
32	CCN1CCCC1CNS(=O)(=O)c1ccc(Br)cc1 (centres undefined)	4%	-20%	-47%	0%	51%
33	CCc1ccc(N2CC(C(=O)Nc3nc4ccc(S(C)(=O)=O)cc4s3)CC2=O)cc1 (centres undefined)	2%	-11%	40µM*	-9%	8%
34	COCCNC(=S)N/N=C(\C)c1ccccc1O	23%	10%	22%[59 µM]	5%	-1%
35	COc1ccc(CN2CCn3ncc(C(=O)Nc4ccccc4)c3C2=O)cc1	2%	-6%	-13%[59 µM]	1%	-1%
36	O=C(COc1ccccc1)NN1C(=O)CSC1=S	4%	-20%	?	-4%	-9%

No.	Apoferritin bind	Pol iota inh	BAZ2B inh	Pol kappa inh
25	-13%	16%	-2%	-2%
26	-2%	21%	-5%	3%
27	-6%	?	-13%	-10%[60.1 µM]
28	-14%	93%[activator]	-2%	-15%
29	-15%	-4%	5%	6%
30	-13%	18%	-19%	-8%
31	-22%	33%[activator]	-20%	-18%
32	34%[activator]	12%	-22%	13%
33	-6%	8%	-2%	-14%
34	-12%	30%[activator]	10µM*	-4%
35	-7%	11%	-32%	-5%
36	-11%	-24%	-16%	-13%[60.1 µM]

More entries:
No.	molecule	POLB inh	POLH inh	G9a block	BLM inh	APE1 inh
37	Cc1ccc(S(=O)(=O)N(C)C[C@@H]2Oc3ccc(NS(C)(=O)=O)cc3CC(=O)N([C@H](C)CO)C[C@@H]2C)cc1	·	2%	·	·	3%
38	O=C(Nc1cccc(S(=O)(=O)N2CCCCC2)c1)c1cccs1	9%	-11%	5%	-6%	4%
39	Cn1cc(C=O)c2cc(S(=O)(=O)N3CCOCC3)ccc21	0%	-18%	-16%	-3%	0%
40	CCCN(CCC)C(=O)CSc1nnc2cc(C)c3cc(C)cc(C)c3n12	6%	-23%	2.5µM*	-2%	·
41	O=C(NCc1ccco1)c1cc(-c2ccccc2)nn1CC1CC(c2cccc([N+](=O)[O-])c2)=NO1 (centres undefined)	·	-20%	·	·	1%

No.	Apoferritin bind	Pol iota inh	BAZ2B inh	Pol kappa inh
37	·	?	·	-3%
38	-12%	21%	-12%	-17%
39	-13%	201%[activator]	1%	-9%
40	-6%	25%	-20%	-1%
41	·	-1%	·	-4%
